Hsp70 displacement: Hsp70 inhibitors, probe displacement, primary screen, biochemical, fluorescence polarization (AID 583); Heat shock 70 kDa protein 1A (Homo sapiens); 140,000 compounds, 0.06% hits; one-dose displacement, % at 20 µM; IC50 in µM for titrated hits; Hsp70 fluorescence polarization probe displacement, mP; higher % means a stronger effect; in the data active = displacement above about 50%;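 note: plate controls were vehicle for no effect and reference ligand for full effect; a part of the inactive calls stands beside numbers as strong as those of hits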
Rat MKP-3 inhibitors: MKP-3 phosphatase inhibitors, primary screen, biochemical, rat enzyme, in vitro (AID 425); 110,000 compounds, 0.17% hits; inhibition, % at 20 µM, or IC50 in µM where a hit was titrated; recombinant MKP-3 phosphatase activity, fluorescence; higher % means a stronger effect; in the data active = inhibition above about 50%;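 note: plate controls were vehicle for no effect and reference inhibitor for full effect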
Active calls of the source: *; / = not tested or not shown; & = joins results of further samples. Only part of the results is shown (hit frequency here may not be typical).

SMILES	Hsp70 displacement	Rat MKP-3 inhibitors
Cc1ccc(OCc2nnc(NC(=O)Nc3ccc(Cl)cc3)s2)c(C)c1	-1.6%	0%
O=C(NCC(=O)N(CC1CCCO1)C1(C(=O)NC2CCCCC2)CCCCC1)c1ccccc1 (stereo not given)	1.1%	/
CCCCn1c(CN2CCN(C(=O)OCC)CC2)nc2c1c(=O)[nH]c(=O)n2C	-3.8%	-6%
COC(=O)C1CN(S(=O)(=O)c2ccc(C)cc2)CCN1S(=O)(=O)c1ccc(C)cc1 (stereo not given)	0.9%	-1%
CN(C(=O)COc1ccc2ccccc2c1)c1ccccc1	2.8%	6%
COC1CCCCC1NS(=O)(=O)c1ccccc1 (stereo not given)	1.1%	-7%
c1ccc(Cc2nnc3sc(-c4ccc5c(c4)OCCO5)nn23)cc1	-4.0%	1%
Cc1c(NC(=O)CSC2=C(C#N)C(c3ccccc3F)CC(=O)N2)c(=O)n(-c2ccccc2)n1C (stereo not given)	-5.5%	-7%
Cc1nnc(SCCC(C)C)[nH]c1=O	-5.7%	6%
COc1cccc(-c2nc3n(n2)C(c2cccs2)C(C(=O)Nc2cccnc2)=C(C)N3)c1 (stereo not given)	/	0%
O=C1CC(N2CCC(Cc3ccccc3)CC2)C(=O)N1c1ccc(F)cc1 (stereo not given)	0.8%	-1%
Cc1ccc(C2CN=NC23CCc2ccccc2C3=O)cc1 (stereo not given)	1.0%	/
COc1ccc2occ(C(=O)c3ccccc3)c2c1	-3.7%	0%
Cc1cc2ncn(C(=O)c3c(-c4ccccc4)noc3C)c2cc1C	2.4%	-5%
CCOC(=O)Cn1nnnc1C(CC)N(Cc1ccccc1)Cc1cc2cc(C)ccc2[nH]c1=O (stereo not given)	-1.2%	/
OCCCc1nc2n(n1)C(c1ccccc1)C=C(c1ccc(F)cc1)N2 (stereo not given)	4.4%	/
COc1ccc(OC)c(C2=Nn3c(nnc3-c3cccc(OC(C)C)c3)SC2)c1	0.0%	-7%
Cn1c(=O)c2c(nc(Oc3ccc4ccccc4c3)n2C)n(C)c1=O	6.4%	/
Cc1cc(C)cc(N2C(=O)NC(=O)/C(=C\c3ccc(OC(C)C)cc3)C2=O)c1	1.4%	-1%
Cc1nn(-c2ccccn2)c2c1-c1nc(N3CCOCC3)ncc1CC2	-3.3%	/
CCN(C(=O)c1cccs1)c1nnc(-c2ccncc2)s1	3.5%	-1%
COC(=O)CSc1nc2c(c(=O)n(C)c(=O)n2C)n1CCC(C)C	1.1%	-1%
O=C(NC(=S)Nc1ccc2oc(-c3cccc(Br)c3)nc2c1)c1ccco1	-0.8%	3%
O=C(O)C1C2C=CC(C2)C1C(=O)NCc1ccccn1 (stereo not given)	-1.5%	-2%
CN(CC(=O)Nc1ccccc1C(=O)N1CCCC1)S(=O)(=O)c1ccc(Cl)cc1	0.2%	/
O=C(NCC1CCCO1)c1ccc(COc2ccc(F)cc2)o1 (stereo not given)	2.8%	-8%
CCOC(=O)c1c(NC(=O)c2ccc([N+](=O)[O-])cc2)sc2c1CCCCC2	2.0%	0%
CCCC(=O)c1cc(F)c(N2CCN(CCC#N)CC2)cc1C	0.6%	1%
CCCCOc1ccc(-c2nc(-c3ccc(C)cc3)no2)cc1	-2.9%	3%
Cc1c(Cc2ccccc2)c(=O)oc2cc(OCc3ccc([N+](=O)[O-])cc3)ccc12	3.9%	-2%
CC1(c2ccc(Cl)c(Cl)c2)NC(=S)N2C1NC(=S)N2c1ccccc1 (stereo not given)	-0.1%	/
O=C(Cc1cccs1)N1CCC(c2nc3c(nnn3Cc3ccc(F)cc3)c(=O)[nH]2)CC1	-0.6%	3%
Cc1cc2ncc(-c3ccc(Cl)cc3)c(N)n2n1	-3.2%	3%
CC(C)c1ccc(C2/C(=C(\O)c3ccccc3)C(=O)C(=O)N2c2cccnc2)cc1 (stereo not given)	0.3%	0%
CCOC(=O)c1cnc(-c2cccc(OC)c2)[nH]c1=O	-2.2%	0%
Cc1ccc(OCC(=O)Nc2cccc(C)n2)cc1	-5.7%	1%
Cc1ccc(-n2ncnc2-c2cccc(Cl)c2)cc1Cl	3.9%	1%
CCOC(=O)CCn1nc(-c2ccccc2)cc1N	-1.2%	4%
COc1cc(CN2CCN(Cc3cccc(Cl)c3)CC2)cc(OC)c1	-4.7%	2%
CC(=O)Nc1ccc(S(=O)(=O)Nc2cccc(NC(=O)C(C)(C)C)c2)cc1	1.6%	-15%
Cc1ccc(CO/N=C(\N)c2nonc2N)c(C)c1	2.0%	0%
COC(=O)[C@@H](NC(=O)NCc1ccccc1F)C(C)C	1.9%	/
CCOc1cc(C(=O)Nc2cccc(C(C)=O)c2)cc(OCC)c1OCC	1.1%	0%
Oc1ccc2ccccc2c1C=NCc1cn2ccsc2n1	6.7%	-3%
O=C(COc1ccccc1)Nc1nonc1NC(=O)COc1ccccc1	-0.1%	/
CC1(C)CC(=O)c2cnc(N3CCc4ccccc4C3)nc2C1	1.3%	-6%
COc1ccccc1-n1cnc2cc(C(=O)NCc3ccco3)ccc21	0.7%	/
COc1ccc(CN2CNc3nc4ccccc4n3C2)cc1	-0.1%	/
Cc1ccc(C(=O)OCC(=O)Nc2sc3c(c2C#N)CCCCC3)cc1NC(=O)c1ccco1	5.2%	-7%
CCOC(=O)C1=C(C)C2C3C(=O)N(c4cc(C)ccc4C)C(=O)C3C1(C)C1C(=O)N(c3cc(C)ccc3C)C(=O)C21 (stereo not given)	2.0%	5%
Nc1c(-c2ccccc2)cnn1-c1ccc(C(=O)O)cc1	3.4%	/
O=C1CCCc2nc(-c3ccccc3)cc(-c3ccccc3)c21	-1.1%	0%
O=C(CCN1CCc2ccccc2C(O)(c2ccccc2)C1)c1ccc2c(c1)OCCO2 (stereo not given)	-0.2%	/
O=C(Nc1ccc(Cl)c(-c2nc3ncccc3o2)c1)c1ccccc1	11%	3%
Cc1cc2c(c(=O)n1Cc1cccnc1)C(c1cccs1)C(C#N)=C(N)O2 (stereo not given)	0.8%	/
O=C1c2ccccc2C(Nc2ccc3c(c2)OCCO3)N1c1ccc(Cl)cn1 (stereo not given)	-2.4%	-3%
CN(C)CCCN1C(=O)c2cccc3c(Br)ccc(c23)C1=O	18%	0%
Cc1ccc(NC(=O)/C=C/c2ccccc2)cc1F	-1.8%	0%
O=C(/C=C/c1ccccc1)NC(=S)Nc1ccc(Br)cn1	3.1%	2%
O=C(CC1CCCCC1)c1c(O)c2ccccc2oc1=O	3.0%	-9%
Later entries:
SMILES	Hsp70 displacement	Rat MKP-3 inhibitors
CN1CCN(Cc2cc(=O)oc3cc4c(cc23)CCC4)CC1	3.5%	-3%
COc1ccc2c(C)cc(=O)oc2c1I	4.1%	1%
O=C(Nc1ccccc1Cl)c1ccc(-n2cnnn2)cc1	0.2%	-1%
O=C(CSc1nnnn1C1CCCC1)Nc1ccc2c(c1)OCCO2	0.6%	-9%
COC(=O)C1CCN(C(=O)N2CCOCC2)CC1	5.0%	-8%
O=C(CN1CCOCC1)n1c2ccccc2c2ccccc21	2.5%	-4%
CCN(CC(=O)Nc1c(C(=O)OC)[nH]c2ccc(C)cc12)c1ccc2c(c1)OCO2	-0.2%	1%
Cc1nn(CC(O)Cn2cnc3c2c(=O)n(C)c(=O)n3C)c(C)c1Br (stereo not given)	7.8%	/
COc1cccc(C(=O)Oc2c(CN3CCOCC3)cc(Cl)c3cccnc23)c1	4.7%	/
C=CCN1C(=O)C2(/C(=C(\O)c3ccc4c(c3)OCCO4)C(=O)C(=O)N2CCCOC)c2ccccc21 (stereo not given)	2.6%	2%
CS(=O)(=O)N(CC(=O)N1CCN(c2cccc(Cl)c2)CC1)C1CCCCC1	1.1%	-10%
COc1ccc(N(CC(=O)Nc2ccccc2C(=O)NCCc2ccccc2)S(C)(=O)=O)cc1OC	-5.5%	/
CC1CCN(Cc2nc3c(c(=O)n(C)c(=O)n3C)n2Cc2cccc3ccccc23)CC1	/	2%
COc1ccc(Cl)cc1NC(=O)c1ccco1	3.1%	-1%
Cc1ccc(/C=N/NC(=O)C2CC(=O)N(c3ccc(Cl)cc3)C2)cc1 (stereo not given)	-0.9%	3%
CCC(=O)Nc1sc2c(c1C(=O)Nc1cccc3ccccc13)CCCCC2	1.3%	0%
O=C(Nc1c[nH]c(=O)[nH]c1=O)c1ccc2c(c1)C(=O)N(c1ccccc1-c1ccccc1)C2=O	3.7%	6%
C=CCC(CC=C)(NC(=O)/C=C/c1cccc([N+](=O)[O-])c1)c1ccccc1	-2.5%	4%
CN(C)c1ccc(CN(C(=O)COc2ccc(F)cc2)C2CCS(=O)(=O)C2)cc1 (stereo not given)	-4.2%	-5%
CC(NC(=O)c1ccccc1O)c1ccccc1 (stereo not given)	/	-2%
Cc1ccc(C(=O)N2CCC(C(N)=O)CC2)cc1C	-4.4%	1%
N#Cc1c2n(c3c(=O)n(Cc4ccccc4)cnc13)CCCC2	0.3%	4%
Cc1noc(C)c1COc1cccc(C(=O)Oc2ccc3c(c2)OCO3)c1	5.1%	0%
CCCc1ccc(OCC(=O)O)cc1	-3.4%	-4%
Cc1nc(-c2ccc3c(c2)OCO3)cs1	-1.2%	-4%
O=C(Nc1ccc(-c2nc3ccccc3[nH]2)cc1)c1ccco1	-1.4%	6%
O=C(O)CSC1c2ccccc2C(=O)N1Cc1ccccc1 (stereo not given)	-1.0%	2%
CC12CCC(C(=O)NCC3CCCO3)(OC1=O)C2(C)C (stereo not given)	/	-6%
Cc1c(NC(=S)Nc2ccc(Cl)cc2)c(=O)n(-c2ccccc2)n1C	-1.7%	3%
Cc1nc(-c2ccc(S(=O)(=O)N3CCCCCC3)cc2)cs1	1.2%	-9%

2 entries drawn at random from the list so far, as already listed:
SMILES	Hsp70 displacement	Rat MKP-3 inhibitors
CC(NC(=O)c1ccccc1O)c1ccccc1 (stereo not given)	/	-2%
CCCc1ccc(OCC(=O)O)cc1	-3.4%	-4%

The listing continues.
SMILES	Hsp70 displacement	Rat MKP-3 inhibitors
c1ccc(OCCCN2CCCC2)cc1	0.9%&2.3%	-5%
O=C(CSc1nnnn1-c1cccnc1)NCc1cccs1	-1.0%	-4%
Cc1cccc(OCC(=O)Nc2ccc(Cl)c(Cl)c2)c1C	2.7%	2%
Cc1cccc(N2C(=O)C(O)=C(C(=O)/C=C/c3ccccc3)C2c2ccc(N(C)C)cc2)c1 (stereo not given)	-3.8%	-1%
NC(=O)c1c(N)sc(=S)n1CC1CCCO1 (stereo not given)	-3.7%	0%
Cc1cc(C)nc(SCc2nnc(SCC(=O)Nc3ccc(C)c(C)c3)n2Cc2ccco2)n1	-0.1%	0%
CCOC(=O)c1c(N)sc(C(=O)Nc2ccccc2F)c1C	7.3%	3%
CCCCCn1c(=NC(=O)c2ccco2)c(C(=O)OCC)cc2c(=O)n3ccccc3nc21	4.6%	-13%
CCOc1ccccc1N(CC(=O)Nc1ccccc1Br)S(=O)(=O)c1ccccc1	-3.9%	-2%
Cc1ccc(OCc2nnc(NC(=O)c3ccccc3C)s2)c(C)c1	-8.2%	0%
CCCc1cc(=O)[nH]c(SCCOc2ccc(Cl)cc2)n1	3.8%	-7%
Cn1ccnc1C(O)(c1nnc(-c2ccccc2)o1)C(F)(F)F (stereo not given)	1.3%	-5%
Cc1ccc(C(NC(N)=O)c2ccccc2C)cc1 (stereo not given)	-2.8%&-4.2%	0%
CCOC(=O)C1=C(C)Nc2nc(SCC(=O)OC)nn2C1c1cc(F)cc(F)c1 (stereo not given)	2.1%	-4%
CC(C)(C)C(=O)CC(=O)c1ccccc1	-0.3%	0%
CCOc1ccc(-c2nc(S(=O)(=O)c3ccccc3)c(NCc3cccnc3)o2)cc1	-1.3%	2%
COc1cccc(C2=NN(C(=O)c3ccncc3)C(O)(C(F)(F)F)C2)c1 (stereo not given)	-2.0%	3%
COc1ccc(C(=O)Nc2ccc(Cl)cc2C(=O)NCc2ccco2)cc1	6.9%	/
COc1c(-c2cc(-c3ccccc3)n[nH]2)c(O)c(OC)c2occc12	3.1%	0%
O=C(CN1C(=O)C2CC=CCC2C1=O)OCCN1C(=O)c2ccccc2C1=O (stereo not given)	5.9%	0%

Compounds shown so far with fluorine, in the order listed:
SMILES	Hsp70 displacement	Rat MKP-3 inhibitors
Cc1c(NC(=O)CSC2=C(C#N)C(c3ccccc3F)CC(=O)N2)c(=O)n(-c2ccccc2)n1C (stereo not given)	-5.5%	-7%
O=C1CC(N2CCC(Cc3ccccc3)CC2)C(=O)N1c1ccc(F)cc1 (stereo not given)	0.8%	-1%
OCCCc1nc2n(n1)C(c1ccccc1)C=C(c1ccc(F)cc1)N2 (stereo not given)	4.4%	/
O=C(NCC1CCCO1)c1ccc(COc2ccc(F)cc2)o1 (stereo not given)	2.8%	-8%
CCCC(=O)c1cc(F)c(N2CCN(CCC#N)CC2)cc1C	0.6%	1%
O=C(Cc1cccs1)N1CCC(c2nc3c(nnn3Cc3ccc(F)cc3)c(=O)[nH]2)CC1	-0.6%	3%
COC(=O)[C@@H](NC(=O)NCc1ccccc1F)C(C)C	1.9%	/
Cc1ccc(NC(=O)/C=C/c2ccccc2)cc1F	-1.8%	0%
CN(C)c1ccc(CN(C(=O)COc2ccc(F)cc2)C2CCS(=O)(=O)C2)cc1 (stereo not given)	-4.2%	-5%
CCOC(=O)c1c(N)sc(C(=O)Nc2ccccc2F)c1C	7.3%	3%
Cn1ccnc1C(O)(c1nnc(-c2ccccc2)o1)C(F)(F)F (stereo not given)	1.3%	-5%
CCOC(=O)C1=C(C)Nc2nc(SCC(=O)OC)nn2C1c1cc(F)cc(F)c1 (stereo not given)	2.1%	-4%
COc1cccc(C2=NN(C(=O)c3ccncc3)C(O)(C(F)(F)F)C2)c1 (stereo not given)	-2.0%	3%

Assay outcomes as filed in PubChem.
